High-throughput results from PubChem BioAssay.
All columns: NCI-60 one-dose screen, growth in % after 48 h at 10 µM unless noted; 100 = growth as untreated, 0 = no growth, -100 = all killed.
SF-539: SF-539 CNS cancer; hit rate 6.8% among 81,000; AID 1794752
SF-295: SF-295 CNS cancer cells; hit rate 5.6% among 79,000
SNB-75: SNB-75 CNS cancer | hit rate 5% among 79,000 | AID 1794750
SNB-19: SNB-19 CNS cancer cells | hit rate 2.5% among 81,000 | AID 1794751
HCC-2998: HCC-2998 colon cancer. hit rate 4.7% among 79,000
U251: U251 CNS tumor cells | hit rate 5.4% among 80,000
SF-268: SF-268 CNS cancer cells; hit rate 3.1% among 82,000
PC-3: PC-3 prostate cancer cells. hit rate 3.9% among 80,000. AID 1794754
DU-145: DU-145 prostate cancer; hit rate 4.2% among 81,000
The depositor's hits bear a star; nt = not tested or not shown; & = joins results of further samples; [ ] = remark or other dose. Rule for the calls: active = growth percent below 10; inactive = the rest.

SMILES	SF-539	SF-295	SNB-75	SNB-19	HCC-2998	U251	SF-268	PC-3	DU-145
C=CCN1C(=O)c2cccc3c(N4CCOCC4)ccc(c23)C1=O	0.5*	2.9*	13	25	-34*	5.4*	-24*	-21*	10
CC(C)NCCCNCC(=O)Nc1ccc(S(=O)(=O)c2ccc(NC(=O)CNCCCNC(C)C)cc2)cc1	104	104	94	103	106	94	96	92	108
O=C1/C(=C/c2coc3ccccc3c2=O)N=C(c2ccc(Cl)cc2)N1c1ccc(S(=O)(=O)Nc2ncccn2)cc1	86	103	72	84	nt	92	93	88	108
COc1ccc(Cc2nn3cc(-c4ccccc4)nc3s2)cc1	95	96	97	95	105	102	99	98	108
C=C(CN1CC=CCC1)[C@@H]1CC[C@]2(COC(C)=O)CC[C@]3(C)[C@H](CC[C@@H]4[C@@]5(C)CC[C@H](OC(C)=O)C(C)(C)[C@@H]5CC[C@]43C)[C@@H]12	104	102	104	98	111	92	100	86	107
N#CC(C#N)=C(C#N)NCc1ccco1	110	113	99	104	105	97	102	97	105
Cc1cc(C)c(C(=O)Sc2ccccc2)c(C)c1	101	90	89	103	95	96	100	91	101
CC(=O)ON1CCCC(P(=O)(NCc2ccc(F)cc2)OCc2ccc([N+](=O)[O-])o2)C1=O (configuration not stated)	109	104	95	103	125	103	109	98	106
CCCCC(CC)C(=O)OC(C)C(=O)N(CCCC)CCCC (configuration not stated)	89	86	85	110	111	106	104	100	106
O=S(=O)(NC1c2ccccc2Oc2ccccc21)c1cc(Cl)ccc1Cl	98	101	90	97	99	96	99	89	113
O=C(O)CC(C(=O)O)N1C(=O)CSC1=S (configuration not stated)	92	97	67	98	105	98	96	98	102
COc1c2occc2c(OC)c2c(=O)c(C(C)=O)c(C)oc12	102	101	83	103	107	103	104	98	108
COC(=O)c1c(O)cc(OC)cc1OC	102	102	97	97	91	89	103	101	105
O=C(Cc1ccccc1)NC/C=N/O	99	107	93	113	105	108	118	97	116
CCOC(=O)C1=C(C)N(c2ccc(C(C)=O)cc2)C2(O)C(Cl)=C(Cl)C(O)=C(C#N)C12C#N (configuration not stated)	107	98	87	108	102	101	107	100	121
CC[C@]12C=CCN3CC[C@]4(C(=C(C(=O)OC)C1)Nc1cc5c(cc14)[C@@H]1[C@H](O5)[C@@H](O)[C@@]4(CC)CC(C(=O)OC)=C5Nc6cc(O)ccc6[C@@]56CCN1C46)C32 (some centres not stated)	4.2*	8.1*	-2.4*	23	-65*	8.7*	7.0*	21	22
Clc1ccccc1-c1ccc(-c2nn3c(Cc4ccccc4)nnc3s2)o1	95	92	97	90	110	99	107	100	110
C=C1CC2(OC1=O)C(=O)N(C)c1ccc(I)cc12 (configuration not stated)	-88*	55	38	64	-89*	2.9*	-75*	-77*	-95*
CCCCCCCC(=O)Nc1nc2[nH]c(CN3CCN(Cc4cccc(I)c4)CC3)c(CN3CCN(Cc4cccc(I)c4)CC3)c2c(=O)[nH]1	-89*	-69*	-73*	-88*	-95*	-95*	-83*	-46*	-84*
CCOC(=O)c1c2ccncc2n2c(=O)n(-c3ccc(Cl)cc3)nnc12	84	54	86	nt	94	103	76	91	102
O=[N+]([O-])c1cc2ccccc2c(O)c1O	101	81	78	92	111	94	102	96	116
CCOC(=O)CC1CSC(Nc2ccccc2)=N1 (configuration not stated)	105	104	100	104	102	100	99	100	103
CN1CCN(CCc2cc3c(cc2Cl)N(Cc2ccc(-c4ccccc4-c4nn[nH]n4)cc2)C(=O)C3)CC1	nt	100	nt	89	93	91	113	82	129
Cc1c(C(=O)NO)sc2ncnc(Nc3cccc4[nH]cnc34)c12	103	104	81	99	101	97	94	104	110
Ic1ncnc2nc[nH]c12	96	114	91	100	106	103	117	98	112
NC(=S)N/N=C1\c2ccccc2-c2c(F)c(F)c(F)c(F)c21	96	99	96	89	90	64	85	80	82
COC1CC(N)C2OC(c3ccccc3)OCC2O1 (configuration not stated)	101	nt	71	103	102	100	108	105	115
Cc1cc(C)n(Cc2ccc(Cl)cc2Cl)c(=O)c1C#N	91	92	84	94	107	92	95	94	105
S=P(N1CC1)(N1CC1)N1CC1	95&113	82&104	69&109	101&102	109	84&105	84&124	91&98	72&121
NS(=O)(=O)c1ccc(Nc2nc(NNC(=O)CCl)nc(Nc3ccccc3)n2)cc1	93	105	108	100	102	87	94	100	107

As a short view, 14 of the compounds above:
SMILES	SF-539	SF-295	SNB-75	SNB-19	HCC-2998	U251	SF-268	PC-3	DU-145
CC[C@]12C=CCN3CC[C@]4(C(=C(C(=O)OC)C1)Nc1cc5c(cc14)[C@@H]1[C@H](O5)[C@@H](O)[C@@]4(CC)CC(C(=O)OC)=C5Nc6cc(O)ccc6[C@@]56CCN1C46)C32 (some centres not stated)	4.2*	8.1*	-2.4*	23	-65*	8.7*	7.0*	21	22
Clc1ccccc1-c1ccc(-c2nn3c(Cc4ccccc4)nnc3s2)o1	95	92	97	90	110	99	107	100	110
C=C1CC2(OC1=O)C(=O)N(C)c1ccc(I)cc12 (configuration not stated)	-88*	55	38	64	-89*	2.9*	-75*	-77*	-95*
CCCCCCCC(=O)Nc1nc2[nH]c(CN3CCN(Cc4cccc(I)c4)CC3)c(CN3CCN(Cc4cccc(I)c4)CC3)c2c(=O)[nH]1	-89*	-69*	-73*	-88*	-95*	-95*	-83*	-46*	-84*
CCOC(=O)c1c2ccncc2n2c(=O)n(-c3ccc(Cl)cc3)nnc12	84	54	86	nt	94	103	76	91	102
O=[N+]([O-])c1cc2ccccc2c(O)c1O	101	81	78	92	111	94	102	96	116
CCOC(=O)CC1CSC(Nc2ccccc2)=N1 (configuration not stated)	105	104	100	104	102	100	99	100	103
CN1CCN(CCc2cc3c(cc2Cl)N(Cc2ccc(-c4ccccc4-c4nn[nH]n4)cc2)C(=O)C3)CC1	nt	100	nt	89	93	91	113	82	129
Cc1c(C(=O)NO)sc2ncnc(Nc3cccc4[nH]cnc34)c12	103	104	81	99	101	97	94	104	110
Ic1ncnc2nc[nH]c12	96	114	91	100	106	103	117	98	112
NC(=S)N/N=C1\c2ccccc2-c2c(F)c(F)c(F)c(F)c21	96	99	96	89	90	64	85	80	82
COC1CC(N)C2OC(c3ccccc3)OCC2O1 (configuration not stated)	101	nt	71	103	102	100	108	105	115
Cc1cc(C)n(Cc2ccc(Cl)cc2Cl)c(=O)c1C#N	91	92	84	94	107	92	95	94	105
S=P(N1CC1)(N1CC1)N1CC1	95&113	82&104	69&109	101&102	109	84&105	84&124	91&98	72&121

New compounds follow.
SMILES	SF-539	SF-295	SNB-75	SNB-19	HCC-2998	U251	SF-268	PC-3	DU-145
CC(N)CC1CC2CCC1C2 (configuration not stated)	130	94	93	113	113	104	127	98	126
COC(=O)c1cc(=O)nc(N/N=C/c2ccco2)s1	108	nt	96	105	102	104	106	96	112
O=C(CN1C(=O)/C(=C/c2cccs2)SC1=S)NCCc1c[nH]c2ccc(F)cc12	96	103	81	98	111	104	93	93	111
NNC(=O)C1C(O)CCC2CN3CCc4c([nH]c5ccccc45)C3CC21 (configuration not stated)	110	107	89	91	102	99	99	102	105
OC(c1ccccc1)C(Cc1ccccc1)N1CCCCC1 (configuration not stated)	104	97	112	104	90	102	98	84	107
CC(C)CCOC(=O)c1ccccc1	99	100	96	105	110	97	102	98	108
Nc1ncnc2c1nc(N)n2C1OC(CO)C(O)C1O (configuration not stated)	-94*	-70*	-76*	-16*	-82*	2.5*	-58*	-12*	-22*
NS(=O)(=O)c1ccc(N2C(=O)c3nccnc3C2=O)cc1	95	106	99	109	102	104	100	98	105
COc1ccc(NC2=C(I)C(=O)C(C)=C(C)C2=O)cc1	-28*	79	86	81	118	26	45	10	86
CCOC(=O)c1ccccc1C(=O)OC1CCCCC1	104	111	91	96	nt	103	101	92	109
COc1ccc2oc3c(c4c(c5c6ccccc6n(C)c35)C(=O)N(O)C4=O)c2c1	83	98	71	79	nt	67	73	75	82
COc1ccc([C@H]2[C@H](C(=O)Nc3ccccn3)c3ccccc3C(=O)N2c2ccc(OC)cc2)cc1	104	38	72	64	106	57	67	44	90
COc1ccc(CCNC(=O)C(=O)C(Cc2ccccc2)NC(=O)/C=C/c2ccc(O)c(O)c2)cc1 (configuration not stated)	98	103	80	90	105	96	99	89	106
CCOC(=O)[C@@H]1CCCN(S(=O)(=O)c2ccc(S(=O)(=O)N(CC)CC)c(F)c2)C1	89	50	91	69	93	82	86	84	99
O=C1/C(=C/c2cc(Cl)cc(I)c2O)Cc2cc3c(cc21)OCO3	99	105	109	98	104	105	97	93	105
COc1ccc2nc(/C=C/c3ccc(N(C)C)cc3)sc2c1	103	93	92	131	nt	91	102	99	111
COc1nc2ccccc2cc1-c1nc2c(cnn2-c2ccccc2)c(=O)[nH]1	29	44	28	42	73	38	54	41	61
O=C1CC2(CCN1)CCN(Cc1ccccc1)CC2	111	93	86	107	124	98	108	101	115
CCOC(=O)c1c(CN2CCCC2)nc2ccc(Cl)cc2c1-c1ccccc1	80	77	81	90	84	90	91	nt	101
Cc1nc(SCC(=O)c2ccccc2)n(Nc2ccccc2)c1C	104	87	108	98	110	97	102	102	109
CCOc1ccc(-n2nc(C(=O)NCc3cc(F)cc(F)c3)nc2-c2cc(OC)c(OC)c(OC)c2)cc1	71	65	43	62	84	74	66	40	87
Clc1ccc2nc(Cl)c3ccccc3c2c1	64	nt	-15*	53	89	20	76	84	63
O=C(N/N=C/c1ccc(Cl)cc1)c1[nH]c2ccc(Cl)cc2c1-c1ccccc1	-0.1*	-24*	70	15	26	10	27	17	-2.5*
Cc1cc(=O)n2c(nc3ccccc32)s1	95	nt	85	92	109	94	109	nt	101
Cc1ccc(S(=O)(=O)Nc2ccc(-c3cc(-c4cccc(C)c4)c(C#N)c(=O)[nH]3)cc2)cc1	86	93	89	78	96	68	81	64	79
CN(NS(=O)(=O)c1ccc([N+](=O)[O-])cc1)c1ccccc1	110	95	85	91	106	nt	105	84	120
CSc1nc(N)c2c(n1)NC(c1ccccc1)C1CCc3ccccc3C1=N2 (configuration not stated)	102	42	84	79	89	68	60	12	74
O=C(Nc1nc(-c2ccc(Cl)cc2)cs1)c1ccc(O)c(O)c1	45	71	34	59	nt	40	40	50	50
CCc1ccccc1NC(=O)/C(C#N)=C/c1ccc(Cl)cc1	105	88	96	121	102	102	98	82	111
NNC(=O)C1CC1	104	nt	91	111	95	104	92	103	109
O=C1NC2(c3ccccc3)NC(=O)NC2(c2ccccc2)N1 (configuration not stated)	94&107	115	89&100	112	104&107	101&100	100&112	103&100	110&120
COc1cc(OC)c2cc(C(=O)c3cccc4ccccc34)c(=O)oc2c1	79	65	100	85	112	nt	93	88	101
N/C(=N\c1nc2c(Cl)cc(Cl)cc2s1)C(Cl)(Cl)Cl	44	11	7.2*	47	-1.1*	21	76	38	-28*
O=C(Nc1ccc(F)cc1)N1CCCCC1	93[100 µM]	105[100 µM]	87[100 µM]	93[100 µM]	106[100 µM]	104[100 µM]	95[100 µM]	97[100 µM]	109[100 µM]
CC(O)c1cccc([N+](=O)[O-])c1 (configuration not stated)	97	104	91	nt	92	101	166	84	104
CCOC(=O)COc1nc(C)cc(C)c1C#N	94	103	94	96	110	102	102	97	108
O=C(CN1CCN(c2cc3c(cc2F)c(=O)c(C(=O)O)cn3C2CC2)CC1)Nc1nc(-c2ccc(Cl)cc2)cs1	nt	11	33	23	30	8.3*	30	18	32
N#Cc1ccc(-c2cc3cc(Br)ccc3oc2=O)n(N)c1=O	86	99	nt	89	81	90	82	73	81
CSc1nc2sc3c(c2c(=O)n1-c1ccc([N+](=O)[O-])cc1)CCCCC3	95	69	90	86	104	84	99	86	99
CCOC(=O)C(C#N)c1ccc2ccccc2c1 (configuration not stated)	90	95	76	90	98	102	98	104	103
CN(CCCCN(C)S(=O)(=O)c1ccccc1)S(=O)(=O)c1ccccc1	110	89	97	93	98	94	111	82	109
CCOC(=O)c1c(O)cc(-c2ccc(OC)cc2)cc1-c1sc(N(C)Cc2ccccc2)nc1Cl	97	101	103	101	101	100	107	88	108
CCCS(=O)(=O)c1oc(-c2ccc(F)cc2)nc1S(=O)(=O)c1ccc(F)cc1	-94*	78	53	83	-60*	32	52	81	-86*
N#CC1=C(N)Oc2c(c(N)nn2-c2ccccc2)C1c1ccc(Cl)cc1 (configuration not stated)	98	97	77	95	113	95	94	92	100
CC(C)[C@@H](C(=O)N(C(=O)NC1CCCCC1)C1CCCCC1)N1C(=O)c2ccccc2C1=O	98	94	73	92	98	87	99	77	103
COc1ccc(CNc2cccc3[nH]c(C(F)(F)F)nc23)cc1OC	105	105	82	103	104	93	94	71	100
Nc1ncnc2c1N=C(c1ccc3c(c1)OCO3)CC(c1ccc([N+](=O)[O-])cc1)N2 (configuration not stated)	87	296	59	87	nt	87	86	47	97
O=C(O)CC1Cc2ccccc2C1C(=O)O (configuration not stated)	99	100	92	95	104	103	100	94	106
Cn1c(CO)nc2ccccc21	106	101	117	96	108	104	122	102	115
Nc1ccc(C(=O)OCc2ccccc2)cc1	97	93	106	91	92	86	91	87	100
CC(C)CCCCc1c[nH]c(=O)[nH]c1=O	110	98	82	103	104	103	102	97	108
COc1cc(OC)cc(C(=O)Cl)c1	100	nt	82	102	103	101	103	96	103
CSc1nc(Cl)c(Cl)cc1Cl	107	90	90	105	115	102	107	95	112
Cc1cc[n+](-c2c3c(nc4ccccc24)-c2ccccc2C(C)(C)C3)cc1	110	92	76	100	69	107	108	106	121
COc1ccc(C2CC(c3ccc(Nc4nc(NCCO)nc(NCCO)n4)cc3)=NN2C(C)=O)cc1 (configuration not stated)	93	96	87	87	101	93	104	86	107
CCC(C#N)C(N)=O (configuration not stated)	98	124	93	101	110	100	96	104	109
CCCCCCn1cc(COC(=O)[C@]2(C)CCC[C@]3(C)[C@H]4C[C@H]5C(C(C)C)=C[C@]4(CC[C@H]32)[C@@H]2C(=O)OC(=O)[C@@H]25)nn1	107	94	88	98	97	95	94	76	113
OC(c1ccccc1)(c1ccccc1)C(F)(F)Cl	110	120	101	105	101	73	110	92	107
